Compound activity from PubChem.
Myeloid diff MLP: compounds promoting myeloid differentiation; ER-HoxA9 myeloid progenitors, lysozyme-GFP differentiation, flow cytometry; calls only at 10 µM; 360,000 tested, 1% active; AID 624256;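 active means normalized GFP-positive differentiation at or above the plate's own cutoff, the solvent-only control mean plus 3 SD; inconclusive means no clear call, values can overlap the other calls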;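 further: cells exposed to compound for four days before flow analysis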
Myeloid diff MLP GFP+ MAC1+ %: recorded beside Myeloid diff MLP, whose call it bears; GFP+ MAC1+ double positive, %; measured here: differentiation confirmed by MAC1 staining
Numbers without * were called inactive; i = inactive; ? = inconclusive; nt = not tested or not shown; & = joins results of further samples.

The first 14 compounds, ahead of the listing:
SMILES | Myeloid diff MLP | Myeloid diff MLP GFP+ MAC1+ %
CC(C)c1ccc(C2(C)NC(=O)N(CC(=O)NCC3COc4ccccc4O3)C2=O)cc1 (stereo not given) | i | 0.3
Cc1cccc(Nc2ccncc2S(N)(=O)=O)c1 | i | 0.0
Cc1nc2ccc3nc(NC(=O)c4ccco4)sc3c2s1 | i | 1.1
COc1ccc(-c2cn(Cc3ccc(C(N)=O)cc3)c(CCN)n2)cc1 | i | 0.9
Cc1ccc(NC(=O)COC(=O)c2cc(=O)c3cc(F)ccc3o2)cc1 | i | 0.6
Cc1ccc(S(=O)(=O)N2CCC3CC2c2cc(Cl)ccc23)cc1 (stereo not given) | i | 0.8
COc1cccc(CCC(=O)Nc2cccc(S(=O)(=O)N3CCCC3)c2)c1OC | i | 0.3
Cc1cccc(C)c1NC(=O)COC(=O)c1cc(S(=O)(=O)Nc2ccc(Cl)cc2)ccc1O | i | 1.4
Cc1ccsc1C(=O)OCC(=O)N(C)C1CCCCC1 | i | 0.4
COc1ccc(C(NC(=O)C2CCN(CCc3ccccc3)CC2)c2ccccn2)cc1 (stereo not given) | i | 0.7
CC(C)(O)C1=C[N+](=O)CC=C1 | i | 0.5
COc1cc(CC(=O)Nc2cc(S(=O)(=O)N3CCOCC3)ccc2N2CCCC2)cc(OC)c1OC | i | 0.9
CC1=C(C(=O)N2CCCCCC2)CC(CC(=O)NCCN2CCOCC2)C(=O)N1CCC1=CCCCC1 (stereo not given) | i | 0.9
COc1ccccc1CNC(=O)Nc1nc(C(N)CCc2ccccc2)cs1 (stereo not given) | i | 0.8

The listing, repeating the preview:
SMILES | Myeloid diff MLP | Myeloid diff MLP GFP+ MAC1+ %
CC(C)c1ccc(C2(C)NC(=O)N(CC(=O)NCC3COc4ccccc4O3)C2=O)cc1 (stereo not given) | i | 0.3
Cc1cccc(Nc2ccncc2S(N)(=O)=O)c1 | i | 0.0
Cc1nc2ccc3nc(NC(=O)c4ccco4)sc3c2s1 | i | 1.1
COc1ccc(-c2cn(Cc3ccc(C(N)=O)cc3)c(CCN)n2)cc1 | i | 0.9
Cc1ccc(NC(=O)COC(=O)c2cc(=O)c3cc(F)ccc3o2)cc1 | i | 0.6
Cc1ccc(S(=O)(=O)N2CCC3CC2c2cc(Cl)ccc23)cc1 (stereo not given) | i | 0.8
COc1cccc(CCC(=O)Nc2cccc(S(=O)(=O)N3CCCC3)c2)c1OC | i | 0.3
Cc1cccc(C)c1NC(=O)COC(=O)c1cc(S(=O)(=O)Nc2ccc(Cl)cc2)ccc1O | i | 1.4
Cc1ccsc1C(=O)OCC(=O)N(C)C1CCCCC1 | i | 0.4
COc1ccc(C(NC(=O)C2CCN(CCc3ccccc3)CC2)c2ccccn2)cc1 (stereo not given) | i | 0.7
CC(C)(O)C1=C[N+](=O)CC=C1 | i | 0.5
COc1cc(CC(=O)Nc2cc(S(=O)(=O)N3CCOCC3)ccc2N2CCCC2)cc(OC)c1OC | i | 0.9
CC1=C(C(=O)N2CCCCCC2)CC(CC(=O)NCCN2CCOCC2)C(=O)N1CCC1=CCCCC1 (stereo not given) | i | 0.9
COc1ccccc1CNC(=O)Nc1nc(C(N)CCc2ccccc2)cs1 (stereo not given) | i | 0.8
Cn1cnc(C(=O)N2CCN(C(=O)OC(C)(C)C)CC2)c1C(=O)N1CCN(C(=O)OC(C)(C)C)CC1 | i | 1.9
O=C(COC(=O)c1cc(Cl)ccc1O)NNC(=O)c1ccccc1F | i | 0.7
O=C(COC(=O)c1ccc2ncsc2c1)NCc1ccc(Cl)cc1 | i | 0.8
Cc1cc(O)c(N=Nc2ccc(C(=O)O)cc2)cc1C | i | 1.1
CCc1nc2ccc(C(=O)N(C)Cc3ccco3)cn2c1N(CC)Cc1cccc(Br)c1 | i | 0.8
C[C@H]1CN([C@@H](C)CO)S(=O)(=O)c2ccc(Br)cc2O[C@@H]1CN(C)C(=O)Nc1ccc2c(c1)OCO2 | i | 0.7
COc1ccc(C(O)c2ncc(-c3ccccc3Cl)[nH]2)cc1 (stereo not given) | i | 0.6
COc1ccc(-c2cc(NC(C)=O)c3ncc(-c4ccc(F)cc4)n3c2)cc1OC | i | 0.2
CC1(C(=O)Nc2cccc(C#N)c2)CCN1C(=O)C/C=C/c1ccccc1 (stereo not given) | i | 1.0
CC(C)c1ccc(NC(=O)C2Cc3c(-c4ccc5c(c4)OCO5)ccnc3O2)cc1 (stereo not given) | i | 0.5
Cc1ccc(C(C)C)cc2c(C)ccc1-2 | i | 1.3
CCOc1ccc(-c2cnc3cccnn23)cc1 | i | 1.2
COc1ccccc1C(=O)Nc1ccc(Nc2ccccc2)cc1 | i | 0.3
Cc1nn(C)c(C)c1NC(=O)COc1ccccc1C#N | i | 0.6
O=C(Cc1ccc(Br)cc1)OCC(=O)N1CCOCC1 | i | 0.6
CCc1nc2ccc(C(=O)N(C)CC(=O)Nc3ccc(F)c(F)c3F)cc2nc1CC | i | 0.4
O=C(NCCSc1ncc(-c2ccc(F)cc2)[nH]1)c1ccco1 | i | 0.7
COC(=O)C1(c2ccccc2)NC(c2cccs2)C2C(=O)N(c3ccccc3)C(=O)C21 (stereo not given) | i | 1.3
O=C(OCC(=O)N1CCc2ccccc21)C1CCCN1S(=O)(=O)c1ccc(Cl)cc1 (stereo not given) | i | 0.6
COC(=O)C[C@@H]1C[C@H]2c3cc(NC(=O)Nc4ccccc4F)ccc3O[C@H]2[C@H](CO)O1 | i | 1.8
CN(C)c1ccc(CC(=O)N2CCCCC2c2cc(C(=O)Nc3cccc(C#N)c3)no2)cc1 (stereo not given) | i | 2.0
COc1cccc(OCC(=O)NC2CCCCCC2)c1 | i | 0.4
O=C(CSc1ncccn1)N1CCCCCC1 | i | 0.6
COc1ccc(CC(=O)NCCS(=O)(=O)N2CCN(c3ccccc3)CC2)cc1 | i | 1.2
Cc1ccc(CNC(=O)c2ccc(N3CCC4(CC3)CC(c3ccccc3)=NO4)c(NC(=O)c3ccccc3)c2)cc1 | i | 2.2
CCN(CC(=O)Nc1ccccc1C(F)(F)F)C(=O)CCOc1ccc(C)cc1 | i | 0.8
Cc1sc2nc(CN(Cc3ccccc3)C(=O)NC3CCCCC3)[nH]c(=O)c2c1C | ? | nt
CC(C)(C)OC(=O)N(CCc1ccccc1)Cc1cccc(OCc2cccc(NC(=O)/C=C/c3ccccc3)c2)c1 | i | 1.5
COc1cc(Br)c(CC2c3cc(OC)c(OC)cc3CCN2C)cc1OC (stereo not given) | i | 1.1
COc1ccc(S(=O)(=O)N2CCCCC2)cc1NC(=O)CCNC(=O)c1ccc(Br)cc1 | i | 0.5
Cc1ccccc1NC(=O)c1cccc(NC(=O)c2ccccc2C(=O)O)c1 | i | 0.3
Cc1ccc(S(=O)(=O)N2CCCC2CNC(=O)C(=O)NC2CC2)cc1 (stereo not given) | i | 0.9
O=S(=O)(c1ccccc1)[C@@]1(c2ccccc2)C[C@@H]2ON=C(c3cccc(-c4ccccc4)c3)[C@@H]2C1 | i | 2.9
COc1ccc(C(=O)NCCCN2CCCC2=O)cc1S(=O)(=O)N1CCOCC1 | i | 0.7
Cc1ccc(C)c(NC(=O)CN(C)C(=O)c2ccccc2OCc2ccccc2Cl)c1 | i | 1.2
O=C(NCC1CCCN1S(=O)(=O)c1cccs1)c1cccc(F)c1 (stereo not given) | i | 1.2
COc1ccc(-c2cc(C(=O)NCCCN3CCCC3=O)c3ccccc3n2)cc1 | i | 1.0
CCOc1ccc(S(=O)(=O)N2CCN(C(=O)c3cc(C4CC4)nn3-c3ccccc3)CC2)cc1 | i | 0.6
N#CC1(NC(=O)COC(=O)c2nc(Cl)c(Cl)c(N)c2Cl)CCCCC1 | i | 0.5
COc1ccc(OC)c2sc(NC(=O)CCS(=O)(=O)c3ccccc3)nc12 | ? | nt
CC(Oc1cccc(Cl)c1)C(=O)Nc1ccccc1N1CCCCC1 (stereo not given) | i | 1.5
Cc1noc(C)c1NC(=O)Nc1ccc2c(c1)C(=O)N([C@H](C)CO)C[C@H](C)[C@H](CN(C)C(=O)NC1CCCCC1)OCCCC[C@@H](C)O2 | i | 2.2
O=C(Cn1ccc(NC(=O)OCc2ccccc2)nc1=O)NCCCc1ccccc1 | i | 0.9
CC1CC1C(=O)N(C)CC(=O)Nc1ccccc1Br (stereo not given) | i | 0.6
S=C(S)OC1CC2CC1C1CCCC21 (stereo not given) | i | 3.2
COC1OC2COC(c3ccccc3)OC2C(O)C1N (stereo not given) | i | 0.5

Following part:
SMILES | Myeloid diff MLP | Myeloid diff MLP GFP+ MAC1+ %
COc1ccc(-c2nc3cnccn3c2NC2CCCCC2)cc1-c1cccc(Cl)c1 | i | 1.8&2.8
C(=NN=C1c2ccccc2-c2ccccc21)c1c[nH]c2ccccc12 | i | 3.9
COc1ccc(NC(=O)C2(C)CCN2Cc2cccc(OC)c2F)cc1OC (stereo not given) | i | 2.1
CCOC(=O)CN1C(=O)N[C@@H](CCc2ccccc2)C(C(=O)OC)=C1C | i | 3.3
COc1ccc2cc(C[C@@H]3CC[C@@H](CO)O3)ccc2c1 | i | 0.6
CC(C)N=c1cc2n(-c3ccc(Cl)cc3)c3ccccc3nc-2cc1Nc1ccc(Cl)cc1 | ? | nt
CC(=O)N1CCC(C(=O)N2c3ccccc3N=C(c3ccc4c(c3)OCO4)C2C(=O)NCc2ccccc2)CC1 (stereo not given) | i | 3.0
COc1ccc(C(=O)NCC(C)NC(=O)c2ccc(OC)cc2)cc1 (stereo not given) | i | 0.4
CCOC(=O)c1sc2nc(OCc3cccnc3)cc(C)c2c1N | i | 0.2
O=C(NCC(F)(F)F)c1[nH]c(C(F)(F)F)nc1-c1ccccc1 | i | 1.1
CCN(C(=O)Cn1cc(C(F)(F)F)ccc1=O)C1CCS(=O)(=O)C1 (stereo not given) | i | 0.8
CC1(CCC(=O)O)C(=O)CCC2C1CCC1(C)C2CCC1(C)O (stereo not given) | i | 1.3
Cc1cc2nc(-c3nnnn3-c3c(C)cccc3C)c(=O)[nH]c2cc1C | ? | nt
COc1ccc(Cc2c(-c3ccc(OC)c(OC)c3)nc3c(C)cc(Br)cn23)c(C)c1 | i | 0.4
O=C(OCCCc1cc2ccccc2c(=O)o1)c1ccc2c(c1)OCO2 | i | 1.9
O=C(CSc1ccccn1)N1CCN(S(=O)(=O)c2ccc(Cl)cc2)CC1 | i | 0.7
CCCc1nc2ccc(C(=O)OC)cn2c1Cc1ccccc1C(F)(F)F | i | 1.1
Cc1ccsc1C(=O)NCC(C)(C)N1CCOCC1 | i | 0.6
C[C@@H]1CN([C@H](C)CO)C(=O)CCCn2nncc2CO[C@H]1CN(C)S(=O)(=O)c1ccc(Oc2ccccc2)nc1 | i | 0.5
NC(=O)C1(Nc2ccc(C(=O)O)cc2)CCCC1 | i | 1.1
COc1ccc(N(CC(=O)NCc2cccs2)S(=O)(=O)c2cccc(C)c2)cc1 | i | 0.4
CCCCCCCN1C(N(C)C)=NC[C@@H]1Cc1ccccc1 | i | 4.2
CCCOc1ccc(F)cc1-c1cc(C(=O)Nc2ccc(OC)cc2C)[nH]n1 | i | 1.1
CCc1ccccc1Oc1ccc(S(=O)(=O)N2CCN(C)CC2)cn1 | i | 1.3
NC(=O)c1ccc(OCC(=O)N2CCNC2=O)cc1 | i | 1.3
Cc1ccc2c(c1)N(CC(=O)NCCCN1CCOCC1)C(=O)C(C(C)C)O2 (stereo not given) | i | 0.1
O=C(Nc1ccccc1N1CCOCC1)C1=NN(c2c(F)c(F)cc(F)c2F)C(=O)CC1 | i | 0.7
CCNC(=O)C1CCCN(C(=O)c2cccc(C(F)(F)F)c2)CC1 (stereo not given) | i | 2.3
O=C(CN1C(=O)NC2(CCCC2)C1=O)NCCc1ccc(Cl)cc1Cl | i | 0.1
O=C(NCc1ccc(F)cc1F)[C@@H]1CCCN1C(=O)[C@@H]1CCCN1C(=O)c1cccc2ccccc12 | i | 1.3
CNC[C@@H]1OCc2ccccc2-c2ccccc2C(=O)N([C@@H](C)CO)C[C@@H]1C | i | 0.4
CCOC1=C2CN(S(=O)(=O)c3ccc(C)cc3)[C@H](c3ccccc3)C[C@H]2n2c(=O)n(-c3ccccc3)c(=O)n2C1 | i | 1.0
Nc1ccn([C@@H]2O[C@H](CNC(=O)[C@@H](Cc3cccnc3)NC=O)[C@@H](O)[C@H]2O)c(=O)n1 | i | 1.6
C[C@H]1COC(=O)[C@@H](CC(=O)OC(C)(C)C)C/C=C\C[C@@H](CC(=O)N(CCO)Cc2ccccc2)C(=O)N1 | i | 1.3
CC(C)CN(C(=O)COC(=O)c1ccc2c(c1)OCO2)c1c(N)n(Cc2ccccc2)c(=O)[nH]c1=O | i | 0.6
Cc1ccc(NC(=O)C2CCC(C(C)(C)C)CC2)cc1S(=O)(=O)N1CCOCC1 (stereo not given) | i | 1.4
CCN1CCN(C(=O)C(C)Sc2nnc3nc(C)cc(C)n23)CC1 (stereo not given) | i | 0.7
CC(=O)Nc1cc2c(cc1Cl)-c1ccccc1C2O (stereo not given) | i | 0.5
CCOC(=O)C1(C)CCCN(C(=O)c2cccc(Cl)c2)C1 (stereo not given) | i | 1.5
O=C(Cn1cnc2ccccc2c1=O)N1CCN(S(=O)(=O)c2ccc(F)cc2)CC1 | i | 0.7
C[C@@H]1O[C@H](C2CCCC2)Cc2[nH]c(=S)[nH]c(=O)c21 | i | 0.6
Cc1cc(NC(=O)COC(=O)C2=NN(c3ccccc3)C(=O)CC2)c([N+](=O)[O-])cc1C | i | 0.4
CCc1cccc(C)c1NC(=O)COC(=O)CSCc1ccccc1 | i | 1.0
C=CC[C@H](CC(=O)NCCO)C(=O)N[C@H](C)COC(=O)[C@@H](CC=C)Cc1ccc(F)cc1 | i | 0.4
O=C(NCCNCc1ccccc1)c1ccco1 | i | 1.2
COc1cc(C(=O)N(C(C)C)C2CCCCC2)cc(OC)c1OC | i | 0.4
CCc1cc2c(SCC(=O)NCC3CCCO3)ncnc2s1 (stereo not given) | i | 0.7

A portion of the library (hit frequency here may not be typical).
